# Compound activity (PubChem BioAssay)
# MT stabilizer: microtubule stabilization, imaging screen; HeLa tubulin immunostaining HCS, 24 h; share of cells brighter than vehicle mean+2SD; % tubulin-high responders, % at 10 µM; actives 0.83% (n = 200,000); AID 2205;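 active = plate Z-score above 3 for both tubulin-high and condensed-nucleus cell shares, with cell loss under 80%, at 10 µM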;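 note: anti alpha tubulin signal scored within the nucleus-defined area of each cell; some results filed as inactive read as strong as hits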
# T cell modulator: T cell immune modulation candidate; 2C CD8+ T cell-vesicle binding, flow cytometry; stronger effect = lower value; actives 0.068% (n = 330,000); calls only at 7 µM;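 active = response, share of CD8 T cells binding vesicles, and their 90th percentile fluorescence all below set limits, cut at about 80% in these data, passing the limit was not always enough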
#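 Test system: purified 2C TCR transgenic mouse naive CD8+ T cells. Probe or stimulus: QL9-peptide-loaded Drosophila micro-vesicles bearing Ld, ICAM-1 and B7-1. Incubation: binding step 1.5 h, 37 °C, antibody labelling 20 min, ice. Measured by: flow cytometry of vesicle-bound cells.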
# Dynein cargo inh: blocks dynein driven cargo transport along microtubules; actives 0.47% (n = 220,000); z-score, hits read low; 3617.4 mouse cells, GR-EGFP nuclear translocation imaging; test concentration mostly 20 µM; stimulated with dexamethasone, 1 µM; stronger effect = lower value;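 active = plate z-score of nuclear minus cytoplasmic receptor signal below a set negative limit, without overly bright fluorescence or cell loss, cut at about -3.5 in these data, passing the limit was not always enough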;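 note: z-score of nuclear minus cytoplasmic ring GR-EGFP intensity difference per well; some compounds called inactive have numbers as strong as hits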
#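 Medium: Induction medium lacking tetracycline, stripped serum | Probe or stimulus: 1.0 µM final dexamethasone stimulus | Schedule: 48 h induction, then 1 h compound, then 30 min agonist, 37 °C | Signal: Automated 10x imaging of fixed Hoechst-stained cells | Evaluation: Per-cell GR-EGFP intensity, nucleus versus surrounding cytoplasmic ring, well-averaged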
# Insulin prom up: MIN6 insulin promoter up-regulation | MIN6 insulin promoter-GFP reporter, high-content imaging; stronger effect = higher value | actives 0.3% (n = 190,000) | z-score at 5 µM;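 active = z-score above 3 at 5 µM with at least 500 cells counted in the well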
# Lipid droplet: modulators of hepatic lipid droplet formation; AID 1656; AML12 mouse hepatocytes, oleate lipid droplets, BODIPY imaging; actives 0.4% (n = 240,000); inhibition, % at 6.5 µM;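 active = lipid droplet intensity inhibited by at least 50%, with more than 500 cells counted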
#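 Assay system: AML12 mouse liver cells | Compound dosing: One dose, 6.5 µM compound | Read-out basis: Droplet intensity reduction, % inhibition | Measured by: Fluorescence imaging, 20x objective, two fields per well | Schedule: Overnight treatment with compound plus oleate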
# CSM14.1 death rescue: rescue of cells from ER stress-induced death, primary screen, 384-well, CSM14.1, thapsigargin, ATP luminescence (AID 1222); CSM14.1 thapsigargin-induced death rescue, ATP luminescence; higher % means a stronger effect; cellular ATP content (survival), % at 20 µM; hits with a dose series show EC50 in µM; 190,000 tested, under 10 active;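 active = EC50 below 50 µM in the dose-response confirmation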;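 note: death triggered by thapsigargin at about 15 µM added after 2 h compound pretreatment; cell ATP read after overnight thapsigargin exposure of roughly 18 to 22 hours; normalized against plate controls of thapsigargin alone and 5% DMSO vehicle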
# Salmonella PhoP GFP: inhibitors of PhoP regulon expression, primary screen, Salmonella Typhimurium, GFP reporter (AID 1863). S. Typhimurium PhoP-regulated promoter GFP reporter, 4 h; higher % means a stronger effect. inhibition, % at 50 µM; hits with a dose series show IC50 in µM. actives 0.16% (n = 300,000);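 active = inhibition over 29.93%, a cutoff 3 SD above the screen mean, later confirmed by dose response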;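 note: 0% = low Mg2+ inducing control and 100% = high Mg2+ repressing control; strong numbers were not always called active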
# bCat nuc transl: modulators of beta-catenin nuclear translocation; HeLa beta-catenin nuclear translocation, immunofluorescence imaging; nuclear translocation activity, % at 5 µM; actives 0.3% (n = 190,000);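 active = nuclear translocation activity above 50% at 5 µM, with a well cell count of 50 or more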;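 note: per-cell ratio of nuclear to cytoplasmic median beta-catenin stain intensity; plate controls were DMSO negative control for no effect and GSK-3 inhibitor IX positive control for full effect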
#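 Signal – beta-catenin immunofluorescence imaging with DAPI · Test system – human HeLa cell line · Dosing – 5 µM primary single dose, 0.1% DMSO, 0.02–20 µM confirmation series · Measure – % activation, nuclear-to-cytoplasmic median beta-catenin signal ratio per cell · Incubation – 24 h compound exposure at 37°C, 5% CO2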
# Autophagy HCS: alters autophagy in cells; MEF GFP-LC3 puncta imaging; test concentration mostly 10 µM; calls only at 10 µM (by protocol); actives 0.98% (n = 190,000);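 active = percentage of spot-positive cells more than 3 SD above its plate mean, without a fluorescence outlier flag or 80% toxicity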;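 note: spot-positive cell cutoff set from DMSO-treated cells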
# Dynein cargo inh cytoplasmic EGFP: recorded beside Dynein cargo inh, whose call it bears; z-score; measured here: cytoplasmic GR-EGFP intensity; stronger effect = higher value
# Dynein cargo inh nuclear GR-EGFP: recorded beside Dynein cargo inh, whose call it bears; z-score; measured here: nuclear GR-EGFP intensity;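 lower value marks the stronger effect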
# Dynein cargo inh cell count: second read-out of Dynein cargo inh, no call of its own (marks repeat the call); z-score; measured here: cell count per field
# Insulin prom up cell count: further read-out of Insulin prom up, marked with its call; cell count; measured here: cytotoxicity, nuclei count;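 total cells summed across four imaged fields per well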
# Lipid droplet cells 6.5 µM: further read-out of Lipid droplet, marked with its call; cell count; measured here: cell count, cytotoxicity flag;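 cells counted across two imaged fields per well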
# bCat nuc transl cell count 5 µM: recorded beside bCat nuc transl, whose call it bears; cell count; measured here: cell count, cytotoxicity flag
# T cell modulator vesicle-bound %: further read-out of T cell modulator, marked with its call; double positive events, %; measured here: CD8+ vesicle-bound cell fraction;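 binding gate set so that unloaded-vesicle control wells show 10% double positive cells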
# MT stabilizer Hoechst-high %: second read-out of MT stabilizer, no call of its own (marks repeat the call); % Hoechst-high responders; measured here: nuclear condensation Hoechst responders;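 share of cells brighter than vehicle mean plus two SD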
# MT stabilizer cytotoxicity %: second read-out of MT stabilizer, no call of its own (marks repeat the call); toxicity, %; measured here: cytotoxicity by cell density;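 0% = mean cell density of plate MIN control wells and 100% = no cells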
# Autophagy HCS cell loss 18 h: also measured in Autophagy HCS; calls as there; toxicity, %; measured here: cell loss, nuclei count;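 cell loss after 18 h compound exposure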
# The depositor's hits bear a star; i = inactive; x = not tested or not shown.
# Every second line gives: MT stabilizer, MT stabilizer Hoechst-high %, MT stabilizer cytotoxicity %, T cell modulator, T cell modulator vesicle-bound %, Dynein cargo inh, Dynein cargo inh cytoplasmic EGFP, Dynein cargo inh nuclear GR-EGFP, Dynein cargo inh cell count, Insulin prom up, Insulin prom up cell count, Lipid droplet, Lipid droplet cells 6.5 µM, CSM14.1 death rescue, Salmonella PhoP GFP, bCat nuc transl, bCat nuc transl cell count 5 µM, Autophagy HCS, Autophagy HCS cell loss 18 h
O=C(CSc1cccc[n+]1[O-])C12CC3CC(CC(C3)C1)C2
  2.3, 2.0, 3.5, i, 37.4, 0.0635, -0.138, -0.264, -0.106, -0.33, 1179, 4.4, 648, 1.4%, 2.8%, 2.0, 1055, i, 23.4
COc1ccc(C(=O)Oc2cccc3cccnc23)cc1[N+](=O)[O-]
  1.9, 1.2, 2.2, i, 62.4, 0.121, -0.00272, 0.651, -1.11, -0.01, 1602, -2.0, 708, 3.6%, x, -3.4, 1046, i, 3.3
CCCCN(C(=O)Nc1ccc(Cl)cc1)C1CCN(C(C)=O)CC1
  0.9, 1.7, 6.9, i, 39.7, 0.282, 0.206, 0.575, -0.656, 1.16, 898, 12.6, 766, -0.5%, -6.1%, x, x, i, -14.7
O=C1CC(N2CCN(c3ccccn3)CC2)C(=O)N1c1ccc(F)cc1 (stereo unspecified)
  1.4, 1.7, 7.7, i, 28.9, -0.84, -0.324, -0.493, 0.602, 1.5, 1202, -2.7, 699, -0.5%, -8.5%, -0.4, 1118, i, 1.1
CCCOC(=S)Nc1ccccc1
  1.9, 2.1, 3.3, i, 48.3, -0.913, -0.256, -0.703, 0.989, 0.41, 915, 0.2, 699, 3.6%, 19.7%, x, x, i, -39.9
N#Cc1c2ccc(OCC(N)=O)cc2n2ccccc12
  1.9, 2.0, 0.5, i, 44.8, -0.433, 0.046, -0.184, 0.295, 0.15, 1236, 0.2, 694, x, -0.6%, 2.3, 1004, i, -20.7
Cc1cc(C)cc(NC2=CC(=O)CC(c3ccco3)C2)c1 (stereo unspecified)
  1.6, 1.7, 8.2, i, 15.6, -0.21, 0.314, 0.261, -0.373, 0.46, 735, -3.0, 782, -3.4%, -8.5%, 0.8, 1084, i, -9.8
C/C(=N\NC(=O)c1ccccc1-n1cccc1)C1CC1
  6.0, 2.5, 2.4, i, 39.2, 1.39, -0.0445, 1.52, -2.08, 0.6, 1487, -3.0, 640, -4.0%, 11.7%, -4.8, 1430, i, 12.1
CCNC(=S)N1CCc2cc(OC)c(OC)cc2C1COc1ccc(OC)cc1 (stereo unspecified)
  6.1, 1.6, 4.2, i, 50.6, -0.856, -0.335, -0.45, 1.96, -0.45, 1122, 16.1, 726, -1.5%, -5.4%, -0.8, 1085, i, 1.6
CNC(=O)CN(c1cc(OCCOC)c(Cl)cc1Cl)S(=O)(=O)c1ccc(OC)cc1
  15.8*, 43.7*, 35.1*, i, 42.7, -0.307, -0.0637, -0.426, -0.618, 0.57, 1250, 5.0, 688, x, -6.5%, -1.8, 1063, i, 23.0
Nc1cc[n+](CC(=O)c2ccc3c(c2)OCCO3)cc1
  5.1, 2.0, 1.5, i, 62.4, 1.48, -0.122, 1.58, -2.47, 0.64, 1157, 25.4, 528, -1.6%, -2.6%, x, x, i, -0.1
COc1ccc(-c2nn(-c3ccccc3)cc2/C=C/C(=O)O)cc1[N+](=O)[O-]
  x, x, x, i, 19.1, -0.276, -0.209, -0.0221, 0.784, 0.13, 960, -8.6, 706, x, -4.1%, 3.7, 1332, x, x
CCOC(=O)N1CCN(C(=O)c2cn(CC)c3ccc(S(=O)(=O)N4CCCC4)cc3c2=O)CC1
  1.3, 1.8, 9.0, i, 29.9, -0.0144, -0.0963, 0.277, 0.184, 0.36, 1207, 2.4, 715, 0.2%, -0.2%, 1.0, 1184, i, -6.6
CCOc1cc(N2CCCC2)ccc1[N+](=O)[O-]
  2.4, 2.0, 1.6, i, 47.4, -0.132, -0.252, 0.0587, 0.179, 0.44, 1199, -29.7, 655, -5.0%, -6.5%, 0.7, 442, i, 17.7
COc1ccc(/C=N/NC(=O)Cn2c(Cc3ccc(OC)c(OC)c3)nc3ccccc32)cc1
  3.1, 1.9, 1.2, i, 26.1, -0.238, -0.309, -0.388, 1, x, x, 14.7, 662, 16.3%, 5.8%, -0.6, 972, i, 3.1
COc1cccc(NC(=O)C2CCCN(S(=O)(=O)c3cccc4nsnc34)C2)c1 (stereo unspecified)
  5.4, 3.2, 4.5, i, 40.3, 0.526, 0.631, 0.715, -1.09, 0.7, 1102, 6.0, 787, -1.1%, -3.4%, x, x, i, 0.1
Cc1ccc2occ(CN3CCN(Cc4ccccc4)CC3)c(=O)c2c1
  1.5, 1.5, 0.8, i, 6.9, -0.445, -0.11, -0.25, 0.637, 0.46, 1501, x, x, -0.5%, -2.9%, -1.5, 1317, i, 1.6
CCN(CC)CCN1C(=O)C(=O)/C(=C(/O)c2cnn(-c3ccccc3)c2C)C1c1cccnc1 (stereo unspecified)
  3.0, 2.4, 5.1, i, 38.3, -0.238, -0.162, -0.0303, 0.226, -1.36, 1173, 8.0, 753, 0.8%, 11.9%, -0.4, 1059, i, -1.8
Cn1c(=O)oc2cc(S(=O)(=O)Nc3ccc4c(c3)OCCO4)ccc21
  3.7, 1.8, 7.3, i, 43.2, -4.32, 7.89, -0.768, 0.358, 1.65, 975, -15.6, 751, -3.7%, -3.6%, -3.2, 1193, i, -3.1
FC(F)(Cl)c1nnc2ccc(Cl)nn12
  1.7, 2.3, 3.0, i, 30.1, -0.636, -0.247, -0.273, 0.467, -0.38, 1494, 15.6, 661, -2.5%, 3.8%, -4.3, 1035, i, 14.0
CN(C)C(C(=O)Nc1cc(Cl)cc(Cl)c1)c1ccccc1 (stereo unspecified)
  4.4, 2.6, 11.8, i, 27.0, 0.639, -0.264, 0.57, -0.445, -1.07, 1340, 1.7, 688, -2.9%, 9.2%, 6.8, 975, i, 1.6
O=S(=O)(/N=C(\Sc1ccccc1)c1ccccc1)c1ccc(Cl)cc1
  2.5, 2.1, 5.5, i, 48.1, -2.82, 0.341, -1.22, 0.139, -0.63, 1586, x, x, -1.5%, -19.5%, -1.1, 1294, i, 9.5
CC(OC(=O)Cc1c(F)cccc1Cl)C(=O)NCCC1=CCCCC1 (stereo unspecified)
  1.6, 1.2, 5.5, i, 36.4, -0.0134, -0.224, 0.228, 0.161, -0.17, 1444, 25.0, 676, -1.4%, -7.5%, -8.1, 575, i, -3.2
O=C(c1ccco1)c1cn(CC(=O)N2CCCc3ccccc32)c2ccccc12
  4.4, 1.7, 6.1, i, 5.5, -0.26, -0.19, -0.148, 0.828, x, x, -7.4, 642, x, 33.2%, x, x, i, -7.7
CC1CC(C)CN(CC(=O)N2CCOCC2)C1 (stereo unspecified)
  4.4, 2.5, 11.2, i, 55.0, 0.514, -0.298, 0.578, -0.186, 0.52, 1581, -3.4, 684, 0.2%, 4.9%, -2.2, 986, i, -5.5
Cc1ccc(/C=C2\SC(=S)N(c3cccnc3)C2=O)o1
  x, x, x, i, 40.1, -0.722, -0.238, 0.383, 0.533, 0.62, 898, -2.8, 665, x, -10.3%, -1.1, 1337, x, x
c1csc(-c2csc3nc(CN4CCOCC4)nc(NCc4ccc5c(c4)OCO5)c23)c1
  3.8, 1.5, 3.7, i, 4.1, 0.0978, -0.365, -0.0891, 0.379, -1.39, 1021, x, x, -0.5%, 12.1%, -6.6, 1004, i, 12.8
Cc1nn(-c2ccccn2)c2c1C(c1ccccn1)C1=C(CCCC1=O)N2 (stereo unspecified)
  1.5, 1.4, 13.4, x, x, -0.325, -0.201, 0.0181, 0.34, 1.23, 869, -2.4, 834, -1.2%, -2.5%, -5.1, 1149, i, 13.5
CC(=O)N/C(=C\c1ccc(Br)s1)C(=O)O
  2.8, 1.7, 1.6, i, 56.4, -1.65, -0.192, -0.985, 0.313, -0.38, 1726, 5.9, 672, -0.8%, -2.7%, -1.7, 970, i, 20.7
Cc1nn(C)c(Oc2ccccc2)c1CCNS(=O)(=O)c1ccc(Cl)cc1
  2.6, 1.6, 5.6, i, 34.4, x, x, x, x, -0.26, 1782, -0.5, 614, -1.4%, 8.1%, -1.7, 1055, i, 3.1
O=C(CSc1nnc(Cc2cccs2)n1Cc1ccco1)Nc1cccc(Cl)c1
  2.2, 2.2, 19.0, i, 42.5, -0.397, -0.153, -0.268, -0.467, 0.56, 1141, -24.7, 725, x, -3.2%, -0.4, 1074, i, -3.0
COCCNC(=O)C(c1ccccc1C)N(C(=O)Cn1nnc2ccccc21)c1cccnc1 (stereo unspecified)
  5.7, 2.2, 8.3, i, 27.8, 1.42, -0.15, 0.412, -0.595, 0.27, 1258, -7.2, 708, 1.6%, -0.7%, -1.7, 1280, i, -8.3
COc1ccc(Br)cc1CN1CCN(C(=O)c2ccc(F)cc2)CC1
  1.8, 1.4, 3.0, i, 18.2, 0.157, -0.147, 0.613, 0.14, -0.33, 1557, -6.2, 708, 4.4%, x, -1.1, 972, i, -1.2
